G9a block: G9a (human) methyltransferase inhibition | Q96KQ7 | G9a H3K9 monomethylation, AlphaScreen, 2 h | Potency, µM (titrated, usually from 102 µM), without a hit: at the top dose activity, negative = inhibition, usual class: inhibitors | actives 8.8% (n = 350,000); note: potency is the fitted concentration of half-maximal effect; % is set by controls: 0 for no effect and ±100 for the full control effect; nearly all actives have a fitted effect of over 75% in size
Target sequence (Q96KQ7 913-1193 limits assumed): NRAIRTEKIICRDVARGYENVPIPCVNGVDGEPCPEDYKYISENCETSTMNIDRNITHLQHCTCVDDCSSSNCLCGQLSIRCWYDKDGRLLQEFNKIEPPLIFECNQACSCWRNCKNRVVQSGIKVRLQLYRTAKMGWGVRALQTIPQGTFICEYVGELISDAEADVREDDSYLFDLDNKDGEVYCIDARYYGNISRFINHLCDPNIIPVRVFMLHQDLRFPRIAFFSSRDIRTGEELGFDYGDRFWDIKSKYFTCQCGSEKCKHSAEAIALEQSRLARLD
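Quantitative HTS format: methyltransferase activity on a biotin-tagged H3K9 peptide is measured by AlphaScreen, using a rabbit anti-monomethyl-H3K9 antibody with streptavidin donor and anti-IgG acceptor beads. Final levels are 20 nM enzyme, 500 nM peptide, 20 uM SAM; 2 h RT.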
PGK inhibitor: T. brucei PGK inhibition; P07378; PGK/GAPDH coupled, Kinase-Glo luminescence, 60 min; Potency, µM (titrated, usually from 57.5 µM), without a hit: at the highest dose activity change, negative = inhibition, most hits filed as inhibitors; actives 0.043% (n = 380,000); note: potency is the fitted concentration of half-maximal effect; % is set by controls: 0 for no effect and ±100 for the full control effect; nearly all actives have a fitted effect of over 60% in size
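Recombinant glycosomal PGK reaction used 1,3-bisphosphoglycerate generated in-well by GAPDH (100nM final) in 100mM TEA pH 7.6, 5mM MgCl2, 0.01% Tween-20. After 60 minutes at room temperature, ATP was read by Kinase-Glo Plus luminescence end-point.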
JMJD2A Tudor: inhibitors of human JMJD2A Tudor domain. AlphaScreen JMJD2A-Tudor / H3K4me3 peptide binding. Potency, µM (titrated, usually from 114 µM), for the others: at the top dose activity change, negative = inhibition, hits mostly inhibitors. AID 504339. actives 4.4% (n = 390,000); note: potency is the fitted concentration of half-maximal effect; % is set by controls: 0 for no effect and ±100 for the full control effect; nearly all actives have a fitted effect of over 50% in size
ERG-DNA inh: ERG Ets/DNA interaction inhibition. Potency, µM (highest dose often 76.9 µM), for inactives: at the highest dose FP activity, negative = inhibition, hits mostly inhibitors. fluorescence polarization, His-ERG Ets domain / labelled DNA. P11308. AID 624246. actives 0.028% (n = 370,000); active = well fitted inhibition curve with a large enough effect in the polarisation, with a control signal flat; inconclusive = small, poorly fitted or top-dose-only effect, or effect the other way, or a change in a side signal; inactive = no such curve, though single readings can be large or run the other way; the % refers to the polarisation;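 note: polarization taken with two DNA probes labelled with fluorescein and Texas red; potency is the fitted concentration of half-maximal effect; % of control where 0% means no effect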
Target sequence (P11308 whole entry, looked up, the tested form may be a part): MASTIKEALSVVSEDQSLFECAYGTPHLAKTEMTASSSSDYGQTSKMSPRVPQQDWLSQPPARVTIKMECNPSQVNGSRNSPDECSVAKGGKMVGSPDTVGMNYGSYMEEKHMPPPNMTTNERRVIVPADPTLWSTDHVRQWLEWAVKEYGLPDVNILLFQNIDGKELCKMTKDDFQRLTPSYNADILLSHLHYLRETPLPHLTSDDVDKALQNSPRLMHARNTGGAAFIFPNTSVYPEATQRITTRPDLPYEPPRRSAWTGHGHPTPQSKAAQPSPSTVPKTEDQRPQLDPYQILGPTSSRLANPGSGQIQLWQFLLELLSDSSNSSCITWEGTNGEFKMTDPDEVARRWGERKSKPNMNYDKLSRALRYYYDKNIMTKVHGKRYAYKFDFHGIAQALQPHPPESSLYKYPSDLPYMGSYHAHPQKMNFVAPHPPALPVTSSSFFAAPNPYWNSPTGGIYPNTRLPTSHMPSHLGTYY
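His-tagged ERG Ets domain (1 uM in the protein solution; 300mM KCl, 50mM Tris-HCl, 1mM EDTA, 1mM DTT, pH 7.5) received compound, then a probe mix of 5 nM fluorescein-DNA and 100nM Texas-615-DNA. Fluorescence polarization was read for both dyes.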
GLS inh: blocks human kidney-isoform glutaminase activity; O94925; GLS enzymatic activity, qHTS titration; Potency, µM (titrated, usually from 45.5 µM), for inactives: at the top dose activity change, negative = inhibition, usual class: inhibitors; actives 0.21% (n = 410,000); note: potency is the fitted concentration of half-maximal effect; % is set by controls: 0 for no effect and ±100 for the full control effect
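Two-point fluorescence kinetic (t0, 30 min RT) for hKGA; glutamate detected via glutamate oxidase–HRP–Amplex Red. Substrate: 1 mM L-glutamine solution; buffer 45 mM KH2PO4, pH 8.2.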
PI4K2A inh: blocks human PI4K2A kinase activity; Q9BTU6; purified PI4K2A, ADP-Glo luminescence, 1 h; active compounds read low; activity change, negative = inhibition, % at 76.9 µM; actives 0.13% (n = 420,000); AID 1346378; in the data active = activity change below about -50%; inconclusive = mostly about -30% to -49%;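 note: -100% = wells without enzyme as full effect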
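ADP-Glo luminescence measured ADP generated by PI4K2A enzyme (4 ug/mL before mixing) with 1.2 mM PI substrate (pre-mix) and 300 microM ATP (pre-mix). Tris pH7.5 buffer with MgCl2, Triton X-100; 1 h reaction at ambient temperature.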
HP1b chromo inh: inhibitors of HP1-beta chromodomain binding to methylated histone tails. P83916. AlphaScreen HP1-beta / biotin-H3K9me3 peptide binding. Potency, µM (doses to about 114 µM), for inactives: top-dose activity change, negative = inhibition, most hits filed as inhibitors. actives 0.56% (n = 390,000); note: potency is the fitted concentration of half-maximal effect; nearly all actives have a fitted effect of over 70% in size; inactives centre near 23
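Compound inhibition of the preformed complex between 50 nM HP1-beta and 50 nM biotinylated H3K9me3 peptide was read by AlphaScreen. Buffer was PBS pH 7.4 with 0.01% Tween-20. Incubations ran 30 min at room temperature, with 10 ug/mL donor/acceptor beads.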
BAZ2B inh: blocks human BAZ2B; Q9UIF8; AlphaScreen BAZ2B-H3K14Ac peptide displacement; Potency, µM (doses to about 114 µM), for inactives: top-dose activity change, negative = inhibition, most hits filed as inhibitors; actives 4.4% (n = 360,000); AID 504333; note: potency is the fitted concentration of half-maximal effect; % is set by controls: 0 for no effect and ±100 for the full control effect; nearly all actives have a fitted effect of over 60% in size
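Multi-concentration screen (max 110 uM) measuring displacement of acetylated histone H3 peptide from BAZ2B by AlphaScreen, using 50 nM protein, 50 nM peptide and 10 ug/mL streptavidin donor plus Ni-chelate acceptor beads.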
Pin1 inhibitor: inhibitors of human Pin1; Q13526; Pin1 FP peptide displacement, HiFluor488, 10 min; Potency, µM (top dose mostly 115 µM), for inactives: top-dose activity, negative = inhibition, hits mostly inhibitors; actives 0.009% (n = 390,000); AID 504891; active = well fitted inhibition curve with a large enough effect in the polarisation, with a control signal flat, not every such curve was filed as active; inconclusive = small, poorly fitted or top-dose-only effect, or effect the other way, or a change in a side signal; inactive = no such curve, though single readings can be large or run the other way; the % refers to the polarisation; note: potency is the fitted concentration of half-maximal effect; % is set by controls: 0 for no effect and ±100 for the full control effect
Target sequence (Q13526 whole entry, looked up): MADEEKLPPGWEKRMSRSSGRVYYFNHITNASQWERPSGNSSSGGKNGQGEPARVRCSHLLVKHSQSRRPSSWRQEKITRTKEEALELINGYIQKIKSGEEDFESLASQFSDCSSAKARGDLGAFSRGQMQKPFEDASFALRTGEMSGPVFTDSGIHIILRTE
* = called active by the depositor; i = inactive; ? = inconclusive; . = not tested or not shown; [ ] = dose if it differs, or a comment. Unless noted, calls come from the whole dose curve; as a rule, active = well fitted curve in the direction sought with a large enough effect; inconclusive = small, poorly fitted or top-dose-only effect, or another doubt; inactive = no such curve, though single readings can be large; an effect the other way counts as inactive or inconclusive.

G9a block	PGK inhibitor	JMJD2A Tudor	ERG-DNA inh	GLS inh	PI4K2A inh	HP1b chromo inh	BAZ2B inh	Pin1 inhibitor	structure
16%[0.501 µM]	-9%	-18%	1%	1%	-1	7%	10%	9%	CCCCn1c(N)c(N(CC(C)C)C(=O)c2cccc(S(=O)(=O)N(C)c3ccc(C)cc3)c2)c(=O)[nH]c1=O
.	-4%	6%	-4%	1%	6	26%	.	-2%	Cn1nc(C(=O)OCC(=O)Nc2ccc(C(N)=O)cc2)c2ccccc2c1=O
?	.	-36%	4%	-19%	-12	0%	?	0%	C=Cc1ccc(Cn2c(C(=O)O)c(CNCc3ccccc3)c3ccc(OC)cc32)cc1
14%[2.33 µM]	9%	0%	-2%	21%	-22	31%	11%	1%	Cc1occc1-c1nnc(SCC(=O)N(C)c2ccccc2)n1C
-28%[12.7 µM]	2%	?	1%	5%	2	6%	-8%	0%	COc1ccc(OC)c(NC(=O)Nc2cccc(Cn3cccn3)c2)c1
13µM*	3%	-5%[57.1 µM]	-5%	0%	11	39%[activator]	-2%	6%	COc1ccc2c(-c3ccccc3)cc(SC(C)C(N)=O)nc2c1 (stereo unspecified)
40µM*	0%	-27%	15%	-6%	2	3%	-35%	0%	COc1cc(SC)ccc1C(=O)N(CC(=O)Nc1ccccc1Br)Cc1ccco1
15%[59 µM]	-4%	-26%	6%	5%	6	8%	-11%	2%	CCN(CC)S(=O)(=O)c1cccc(C(=O)NC(Cc2c[nH]c3ccccc23)c2nnc3n2CCC3)c1 (stereo unspecified)
?	-5%	-32%	-2%	29%	-8	37%[activator]	3%	-14%	CCC1(C)Cc2c(C#N)c(N)n(N)c(=S)c2CO1 (stereo unspecified)
13%[59 µM]	-3%	-12%	.	4%	0	36%	0%	-4%	O=C(NC1CC1)c1nc2c(nnn2Cc2ccccc2Cl)c(=O)[nH]1
1%	-10%	-19%	-2%	13%	-5	0%	6%	42%[activator]	CCCn1c(SCC(=O)Nc2ccccc2Cl)nc(O)cc1=O
10µM*	5%	-6%	13%	-11%	-9	35%	-8%	-5%	Cc1cc(C)n2nc(C(=O)Nc3ccc(N4CCOCC4)cc3)nc2n1
35µM*	-6%	-12%[11.4 µM]	-2%	?	16	28%	?	34%[activator]	Cn1c(SCC(=O)c2ccc3c(c2)Cc2ccccc2-3)nnc1-c1ccccc1
23%[59 µM]	i	10%	?	-10%	-3	56%[activator]	8%	-1%	COc1ccc(CCNc2oc(-c3cccc4ccccc34)nc2P(=O)(OC)OC)cc1OC
9%[0.501 µM]	i	-19%	3%	7%	2	28%	2%	-6%	NC(=O)c1cc[n+](Cc2ccccc2Cl)cc1
-7%	-4%	-24%	0%	4%	3	83%[activator]	-14%	-1%	O=C(NCCc1ccccc1)C1CCC(=O)N1CCc1ccccc1 (stereo unspecified)
?	-8%	?	-1%	16%	1	?	?	7%	Cc1ccc(Nc2nc(CSc3nnc(-c4ccccc4)n3C)cs2)cc1
18%[59 µM]	-4%	-4%	-6%	-17%	1	41%	0%	-1%	COc1cccc(S(=O)(=O)N2CCN(c3ccccc3F)CC2)c1
12%[2.33 µM]	0%	-29%	11%	-9%	-4	23%	?	?	Cc1c(Cl)cnc(NC(=O)COC(=O)[C@H](C)NC(=O)c2ccccc2)c1Cl
.	-8%	-8%	6%	-4%	-6	40%[activator]	0%	5%	CSc1ccccc1C(=O)NCc1ccc(C)cc1

One compound at a time, as listed above.
CCCCn1c(N)c(N(CC(C)C)C(=O)c2cccc(S(=O)(=O)N(C)c3ccc(C)cc3)c2)c(=O)[nH]c1=O in the list: G9a block = 16%[0.501 µM]; PGK inhibitor = -9%; JMJD2A Tudor = -18%; ERG-DNA inh = 1%; GLS inh = 1%; PI4K2A inh = -1; HP1b chromo inh = 7%; BAZ2B inh = 10%; Pin1 inhibitor = 9%
CCN(CC)S(=O)(=O)c1cccc(C(=O)NC(Cc2c[nH]c3ccccc23)c2nnc3n2CCC3)c1 (stereo unspecified) in the list: G9a block = 15%[59 µM]; PGK inhibitor = -4%; JMJD2A Tudor = -26%; ERG-DNA inh = 6%; GLS inh = 5%; PI4K2A inh = 6; HP1b chromo inh = 8%; BAZ2B inh = -11%; Pin1 inhibitor = 2%

Remaining list, next part.
G9a block	PGK inhibitor	JMJD2A Tudor	ERG-DNA inh	GLS inh	PI4K2A inh	HP1b chromo inh	BAZ2B inh	Pin1 inhibitor	structure
18µM*	-4%	?	-3%	1%	5	63%[activator]	?	-11%	CCNC(=O)NC(=O)C(C)Sc1nnc(COc2ccccc2Cl)o1 (stereo unspecified)
22%	-10%	-7%	-3%	-2%	-2	17%	-2%	0%	CCOC(=O)c1nc(Nc2ccccc2)c2ccccc2n1
9%[59 µM]	-7%	-13%	6%	0%	1	25%	7%	1%	c1ccc2c(CCNc3ncnc4nc[nH]c34)cccc2c1
?	-4%	10%	-9%	3%	2	68%[activator]	-7%	3%	CCOC(=O)c1c(NC(=O)CSC(=S)N(C)C)sc(C)c1C
-6%	0%	-17%	6%	?	14	39%[activator]	-1%	-5%	CCOc1cc(C2NC(=O)NC2=O)ccc1O (stereo unspecified)
2%[59 µM]	-3%	-9%	0%	8%	0	19%	-11%	2%	Cc1ccc(-n2nc(CO)c(C(=O)NCc3cccnc3)n2)cc1C
-22%[59 µM]	i	-14%	9%	2%	1	26%[57 µM]	2%	0%	CCc1ccc(S(=O)(=O)Nc2ccc3c(c2)sc(=O)n3C)cc1
45%[activator][12.7 µM]	-2%	-2%	9%	2%	3	26%	-1%	0%	Cc1cc(=O)oc2cc(OC(C)C(=O)Nc3ccc(C(N)=O)cc3)ccc12 (stereo unspecified)
-10%	-4%	-18%	-3%	17%	-1	-19%	-1%	3%	COc1ccccc1OCC(=O)NCCS(=O)(=O)N1CCN(c2ccccc2)CC1
9%	-25%	-9%	-7%	-18%	?	17%	-9%	6%	Cc1csc(NC(=O)c2ccc(N3CCCC3=O)cc2)n1
78%[activator][59 µM]	-7%	93%[activator]	0%	-2%	-1	123%[activator]	71%[activator]	-7%	Cc1ccc(C(C)C)cc1OCC(=O)NC1CCCCCCC1
?	-3%	79µM*	-7%	6%	3	-16%	?	-6%	O=[N+]([O-])c1ccc(/C=N/n2c(COc3ccccc3)n[nH]c2=S)cc1
25µM*	-5%	-14%	5%	8%	-6	33%	?	-1%	CC(C)C(O)(C#CCN1CCCC1)c1ccccc1 (stereo unspecified)
?	-9%	?	2%	-3%	3	22%	?	23%	CCc1ccccc1N1CC(c2nc3ccccc3n2CCCCOc2ccccc2)CC1=O (stereo unspecified)
5%	-9%	12%	7%	-22%	0	34%	-24%	2%	CN(CC(=O)NC1CCCCC1)S(=O)(=O)c1ccc2c(c1)c(=O)n(C)c(=O)n2C
?	i	-8%	-5%	2%	3	28%	-1%	5%	CCOc1ccc(OCC)c(NC(=O)C2CCCN(c3nc(C)cc(C)n3)C2)c1 (stereo unspecified)
1%	0%	-1%	-1%	74%[activator]	2	23%	-16%	1%	O=C(CCc1nc2ccccc2c(=O)[nH]1)OCC(=O)N1CCc2ccccc21
.	-4%	-23%	3%	?	8	21%	.	-1%	CCOC(CN=c1nc(N(C)C)ss1)OCC
2µM*	i	2.8µM*	-11%	9%	1	?	-18%	-13%	COc1cc(/C=N/n2c(C3CCCCC3)n[nH]c2=S)cc(OC)c1O
12%	0%	27%	-1%	0%	0	75%[activator]	22%	?	CCCCc1nn(-c2cc(Cl)ccc2OC)c2c1C(=O)CC(C)(C)C2
.	-7%	-10%	-14%	-6%	5	46%[activator]	.	-1%	N#CCCN(C(=O)CSc1nc2ccccc2c(=O)[nH]1)c1ccc(F)cc1
4%[59 µM]	1%	-15%	-4%	9%	2	9%[57 µM]	-7%	-3%	COc1ccc(OC)c(CNC(=O)c2ccc3nc(C(C)C)oc3c2)c1
-24%[59 µM]	-1%	-19%	11%	-9%	-2	29%	-5%	30%	O=C(NCc1ccccc1Cl)c1ccc(Cn2c(SCc3ccccc3)nc3cccnc32)cc1
-1%[59 µM]	-6%	6%	1%	-7%	0	43%	-3%	-2%	Cc1ccc(NC(=O)CCS(=O)(=O)c2ccc3nc(C)sc3c2)c(C)c1
.	-2%	?	.	-4%	3	23%	.	52%[activator]	O=c1[nH]c(-c2ccc(-c3cccc(Cl)c3)o2)nc2ccccc12
?	.	-18%	6%	7%	3	47%[activator]	-3%	?	COCCn1c(SCC(=O)Nc2cccc(OC)c2)nnc1-c1ccccc1
-43%	-2%	-17%	-6%	9%	3	1%	-32%	0%	COc1ccc(NC(=S)N2CCN(S(=O)(=O)c3ccc(F)cc3)CC2)cc1OC
12%	-4%	-5%	3%	6%	-1	23%	-14%	4%	O=C(CCCNC(=O)c1ccc(Cl)cc1)Nc1ccc(Br)cc1
.	1%	-18%	-3%	-4%	9	33%[activator]	.	1%	CN(CC(=O)Nc1ccccc1Cl)CC(=O)Nc1cccc2ccccc12
-10%[59 µM]	-11%	-24%	.	8%	-4	14%	-8%	20%	CCOC(=O)c1cc([N+](=O)[O-])sc1NC(=O)c1ccc(S(=O)(=O)N2CC3(C)CC2CC(C)(C)C3)cc1 (stereo unspecified)
